High-throughput results: PubChem BioAssay, Broad Institute
BL2 CD40 inh = inhibitors of CD40-induced NF-kB signaling, primary screen, BL2 cells, luciferase reporter, single point; CD40L-induced, 4 h; inhibition, % at 10 µM; actives 0.94% (n = 83,000);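 active = mean inhibition of at least 50% with a set share of replicates also reaching that level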;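 note: 0% = neutral control wells and 100% = IKK inhibitor VII at 50 µM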
* hit, by the source's call; & = joins results of further samples; [ ] = dose if it differs, or a comment. This is a subset (hit frequency here may not be typical).

The first 7 entries, to show the layout:
item	BL2 CD40 inh	structure
1	24	C1COC(NC(C2CC2)C2CC2)=N1
2	-10&6&-59	Cc1ccc(N(CC2=NCCN2)c2cccc(O)c2)cc1
3	-49	CNCCCN1c2ccccc2CCc2ccccc21
4	12	CC(=O)Nc1ccc(CC(=O)O)cc1
5	3[25 µM]	NC(=O)N1C(=O)C(C(=O)c2cccs2)c2cc(Cl)ccc21 (centres undefined)
6	12&5	CC(=O)CCCCn1c(=O)c2c(ncn2C)n(C)c1=O
7	12[25 µM]	C=CCn1c(=O)n(C2OC(CO)C(O)C2O)c2nc(N)[nH]c(=O)c21 (centres undefined)

This part in full, from the first entry:
item	BL2 CD40 inh	structure
1	24	C1COC(NC(C2CC2)C2CC2)=N1
2	-10&6&-59	Cc1ccc(N(CC2=NCCN2)c2cccc(O)c2)cc1
3	-49	CNCCCN1c2ccccc2CCc2ccccc21
4	12	CC(=O)Nc1ccc(CC(=O)O)cc1
5	3[25 µM]	NC(=O)N1C(=O)C(C(=O)c2cccs2)c2cc(Cl)ccc21 (centres undefined)
6	12&5	CC(=O)CCCCn1c(=O)c2c(ncn2C)n(C)c1=O
7	12[25 µM]	C=CCn1c(=O)n(C2OC(CO)C(O)C2O)c2nc(N)[nH]c(=O)c21 (centres undefined)
8	-7[25 µM]	C=CCN1CC(C(=O)N(CCCN(C)C)C(=O)NCC)CC2c3cccc4[nH]cc(c34)CC21 (centres undefined)
9	9[25 µM]	Cc1ccc(=O)n(-c2ccccc2)c1
10	58*[25 µM]	Nc1ccc(-c2cccc3c(=O)cc(N4CCOCC4)oc23)cc1
11	-15	O=C(O)CCC(=O)c1ccc(-c2ccccc2)cc1
12	-55	CCCCNc1ccc(C(=O)OCCN(C)C)cc1
13	9	C/C=C/C(=O)N(CC)c1ccccc1C
14	-52	CC1Cc2ccccc2N1NC(=O)c1ccc(Cl)c(S(N)(=O)=O)c1 (centres undefined)
15	-4[25 µM]	COc1ccc([C@H]2CNC(=O)C2)cc1OC1CCCC1
